High-throughput results: PubChem, several laboratories
KCNQ2 inh: KCNQ2 potassium channel inhibitors, primary screen, cell-based, CHO-K1, FluxOR thallium flux, B-score (AID 2156); 20 min; stronger effect = lower value; B-score at 10 µM; actives 1.1% (n = 310,000);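 active = fluorescence ratio B-score at most minus 3 library SDs, with starting brightness B-score within 2 library SDs, cut at about -5.5 in these data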
Target sequence (O88943 whole entry, looked up): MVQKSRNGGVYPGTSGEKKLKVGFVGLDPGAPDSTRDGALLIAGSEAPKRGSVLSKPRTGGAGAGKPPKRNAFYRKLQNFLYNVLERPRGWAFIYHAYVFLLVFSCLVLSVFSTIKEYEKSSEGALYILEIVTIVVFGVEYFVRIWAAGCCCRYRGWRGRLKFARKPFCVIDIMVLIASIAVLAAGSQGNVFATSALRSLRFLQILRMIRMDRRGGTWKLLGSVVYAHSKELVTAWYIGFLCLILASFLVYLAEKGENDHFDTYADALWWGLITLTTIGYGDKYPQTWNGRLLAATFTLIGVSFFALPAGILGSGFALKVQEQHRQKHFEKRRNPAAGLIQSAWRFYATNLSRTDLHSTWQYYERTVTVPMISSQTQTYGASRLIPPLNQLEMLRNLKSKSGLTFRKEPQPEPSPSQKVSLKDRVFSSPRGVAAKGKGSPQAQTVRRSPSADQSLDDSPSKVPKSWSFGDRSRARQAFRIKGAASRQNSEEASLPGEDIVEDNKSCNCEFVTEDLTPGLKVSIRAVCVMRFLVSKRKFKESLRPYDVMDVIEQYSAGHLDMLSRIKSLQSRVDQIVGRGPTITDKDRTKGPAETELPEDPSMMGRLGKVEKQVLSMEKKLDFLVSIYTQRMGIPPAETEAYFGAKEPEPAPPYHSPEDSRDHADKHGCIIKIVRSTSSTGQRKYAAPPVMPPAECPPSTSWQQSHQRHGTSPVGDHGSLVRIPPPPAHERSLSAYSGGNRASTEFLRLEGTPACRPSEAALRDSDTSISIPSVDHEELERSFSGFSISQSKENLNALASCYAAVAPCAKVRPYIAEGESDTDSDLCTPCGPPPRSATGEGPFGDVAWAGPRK
STK33 kinase inh: blocks human STK33 kinase activity; Q9BYT3; purified STK33, MBP phosphorylation, ADP-Glo luminescence; inhibition, % at 10 µM; actives 0.073% (n = 320,000); AID 2661;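 active = inhibition at or above 25%, using the most active replicate where run in duplicate; inactive = inhibition below 25%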
OX1R antag: antagonists of human orexin 1 receptor (OX1R); AID 485270; O43613; actives 1.8% (n = 330,000); OX1R-expressing cells, FRET antagonist read-out; inhibition, % at 6.6 µM; in the data active = inhibition mostly above about 38%, no sharp cut-off; inactive = mostly below about 40%;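 also: 0% = agonist challenge alone and 100% = reference antagonist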
* = called active by the depositor; i = inactive; . = no result given.

SMILES	KCNQ2 inh	STK33 kinase inh	OX1R antag
CC#CC#Cc1cccc(=O)o1	i	-1.3	26.4
CCn1c(SC(C)C(=O)Nc2ccc(N3CCOCC3)cc2)nnc1-c1ccco1 (stereo not given)	i	5.2	12.7
O=C1C=C(c2cccc(Br)c2)C[C@@H](c2ccc(Cl)cc2)C1	.	-0.6	9.0
CCOC(=O)C(C)NC(=O)C(NC(=O)C1CCC(CC)CC1)C(C)C (stereo not given)	i	-1.4	-7.3
CNC(=O)N(O)C1N(/N=C/c2ccccc2O)C(=S)SC1(C)C (stereo not given)	i	-1.4	15.8
COC(=O)c1ccc(N2CCOCC2)c(NC(=O)c2ccc3c(c2)OCO3)c1	i	-0.5	5.4
CC(=O)O/N=C/c1c(C)c(C=O)n2ccccc12	i	1.4	34.8
CC(C)CN1CCC(=O)N([C@H](CSc2ccc(Br)cc2)Cc2ccccc2)CC1	i	-0.3	40.7
CCOC(=O)c1c(-c2ccccc2)oc2cc(Br)c(O)cc12	i	-1.5	.
CCOC(=O)C1(Cc2ccccc2)CCCN(Cc2ccccn2)C1 (stereo not given)	i	-0.5	0.8
CNC(=O)C(=O)NCC(c1cccs1)S(=O)(=O)c1ccc(C)cc1 (stereo not given)	i	1.3	10.7
Cc1ccc(S(=O)(=O)N2CCCC2)cc1C(=O)NCc1ccccn1	i	-1.3	10.0
CCOc1ccc(C(=O)NCc2cccs2)cc1	i	-1.2	14.3
O=C(CSc1nc2ncccc2[nH]1)NC1CCCC1	i	-0.5	2.1
O=C(c1ccccc1)c1cncc(Br)c1	i	0.1	4.2
CC(=O)N(Nc1ccccc1)c1ccccc1	i	0.0	-7.5
O=C1CCCCC1C(Nc1ccc(Cl)cc1)c1ccccc1 (stereo not given)	i	-1.1	21.9
COC(=O)/C(=C/N(C)C)C(=O)N1CCN(c2ccc(Cl)c(Cl)c2)CC1	i	-0.5	35.6
CCCCN(C)C(=O)Cc1c(OC)ccc2cc(Br)ccc12	i	-0.1	18.2
FC(F)(F)c1ccc(C2[C@H]3CN(CC4CCCCC4)[C@H](c4ccccc4)C34CC2(c2cccnc2)C4)cc1 (stereo not given in full)	i	0.3	24.0
O=C(N/N=C/c1c(F)c(F)c(F)c(F)c1F)c1cc(-c2ccccc2)nc2ccccc12	i	-1.2	-7.3
CCCCC(=O)Nc1nnc(SCC(=O)NCC2CCCO2)s1 (stereo not given)	i	-1.8	11.8
O=C(C1=C(O)C(=O)N(CC2CCCO2)C1c1cccc(Cl)c1)c1ccco1 (stereo not given)	i	-2.0	7.9
CSCC[C@H](NS(=O)(=O)c1ccc(C)cc1)C(=O)N1CCC(C(=O)N[C@@H](Cc2ccc(O)cc2)C(=O)O)CC1	i	0.1	13.1
COc1ccc(CNC(=O)c2cc3ccccc3o2)cc1OC	i	0.8	10.0

Carrying on:
SMILES	KCNQ2 inh	STK33 kinase inh	OX1R antag
CCOC(=O)c1ccc(NC(=S)N2CCC(O)CC2)cc1	i	.	8.3
COc1nc(N(C#N)CC(N)=O)nc(N2CCCC2)n1	i	-0.2	7.2
CCOC(=O)c1[nH]c(C)c(C(=O)Nc2ccc(C)c(C)c2)c1C	i	2.1	5.8
Cc1cc(C)c2c(CC(=O)NCc3ccco3)coc2c1	i	-0.1	9.3
OC(COc1ccccc1CNCc1cccnc1)CN1CCc2ccccc2C1 (stereo not given)	i	2.3	8.9
COc1ccc([C@]2(C(C)C)ON(c3ccccc3C(F)(F)F)C2=O)cc1	.	-1.1	7.1
Cc1ccccc1C(=O)NCC(=O)NNC(=O)CCN1CCN(c2ccccc2)CC1	i	-0.1	2.6
COc1ccc(Cl)cc1N1CCN(CCNC(=O)Nc2ccccc2C)CC1	i	-1.1	22.4
O=C(CN(c1ccc([N+](=O)[O-])cc1)S(=O)(=O)c1ccccc1)N1CCCCC1	i	-0.5	25.8
O=C(CNC(=O)c1ccccc1O)N/N=C/c1cc(Br)ccc1OC(=O)/C=C/c1ccco1	i	-0.2	30.7
CC(C)[C@H](NC(=O)N1c2ccccc2NC(=O)[C@@H]1C(C)C)C(=O)N1CCC[C@H]1C(=O)O	i	-0.3	9.7
COc1cc(/C=N/NC(=O)c2cccc3ccccc23)ccc1OCC(N)=O	i	0.4	14.4
CCCCN(CCCNC(=O)C1CCCN(S(=O)(=O)CC)C1)Cc1ccccc1 (stereo not given)	i	-1.8	11.0
Cc1oc2ccc(O)c(CN(C)C)c2c1C(=O)c1ccccc1	i	1.9	12.6
CCCCCn1c(=O)c(C(=O)OCC)c(O)c2ccccc21	i	.	12.0
CC(C)NC(=O)/C(C#N)=C/c1ccc(N(C)C)o1	i	-1.4	42.4
COc1ccc(OCC(=O)Nc2cccc(C(=O)Nc3ccccc3C(=O)O)c2)cc1	i	2.5	-8.1
Cc1cccc(NC(=O)CSc2nc(COc3ccccc3)nc3ccccc23)c1C	i	-0.2	4.0
O=C(CSc1nnc(SCc2cccc3ccccc23)s1)N/N=C/c1c[nH]c2ccccc12	i	-0.6	31.2
CC(C)Oc1ccc(N2CC(C(=O)OCC(=O)NCc3ccccc3)CC2=O)cc1 (stereo not given)	i	-1.5	9.6
CCOc1ccc(C2C(C(=O)OC)=CN(CCOC)C=C2C(=O)OC)cc1	i	-0.7	10.7
O=C(/C=C/c1ccc([N+](=O)[O-])cc1)N1CCN(Cc2ccccc2)CC1	i	-1.5	37.5
COc1ccc(NC(=O)CC2CCCC2)cc1OC	i	-0.5	12.1
CCC(C)c1ccc(S(=O)(=O)N2CCN(CC(O)CN3CCOCC3)CC2)cc1 (stereo not given)	.	0.3	4.8
Cc1cccc(NC(=O)NNC(=O)COc2ccc(Cl)cc2)c1	i	-2.2	8.1

Other entries follow:
SMILES	KCNQ2 inh	STK33 kinase inh	OX1R antag
COc1ccc(CNC(=O)CCSCc2cccc(Cl)c2)c(OC)c1	i	0.8	22.6
Cc1cccc(C)c1OCC(=O)NNC(=O)Nc1ccc(Cl)cc1	i	-2.0	13.7
O=C(Oc1ccc(-c2nnco2)cc1)N1CCOCC1	i	-1.5	26.5
CC(C)(C)NC(=O)CSc1nnnn1C(C)(C)C	i	-0.3	7.9
COc1ccc(NC(=O)C2CCCN2S(=O)(=O)c2cccs2)c([N+](=O)[O-])c1 (stereo not given)	i	-0.6	11.3
Cc1ccc(C(C)C)c(OCC(=O)Nc2ccc3c(c2)nc(CN2CCCC2)n3C)c1	i	0.7	10.8
O=C(Nc1cccc(C(F)(F)F)c1)c1cncs1	i	-0.3	-4.3
CS(=O)(=O)/C(C#N)=C/c1c(-c2ccccc2)nc2n1CCS2	i	-1.5	18.6
CNc1ccc(Cl)cc1C(N)=O	i	-1.4	11.4
COC(=O)c1[nH]c2ccc(C)cc2c1NC(=O)C(C)N1CCN(C2CCCCC2)CC1 (stereo not given)	i	-1.9	30.6
COc1cc(OC)cc(C(=O)Nc2cccc(NC(=O)c3cc(OC)cc(OC)c3)n2)c1	i	-0.9	26.7
COc1ccc2nc(NC(=O)c3cccc(N4C(=O)CCC4=O)c3)sc2c1	.	2.2	2.7
COc1ccc(-c2csc(NC(=O)CSc3ccc(Br)cc3)n2)c(OC)c1	i	-0.4	28.0
CCOC(=O)C(C(=O)Nc1nc2ccccc2s1)C1CCCCC1 (stereo not given)	i	0.1	18.0
COc1cc(C(=O)OCC(=O)N2CCCC2)cc2c1OCCO2	.	-0.5	3.8
COc1ccccc1C1=CN(Cc2ccccc2)CCC1=O	.	-1.6	1.3
O=C(CN1C(=O)c2ccccc2C1=O)N1CCN(c2nnc(-c3ccccc3)c3ccccc23)CC1	i	-1.3	5.8
COc1ccc([C@H]2CC(=O)C=C(c3ccnc4ccc(Cl)cc34)C2)cc1	.	-0.9	14.7
O=C(c1ccco1)N1CCN(c2ncnc3c(-c4ccccc4)nsc23)CC1	i	-1.8	18.1
COc1ccc(OC2C(=O)N(Cc3ccc(F)cc3)C2c2cc(OC)c(OC)c(OC)c2)cc1 (stereo not given)	i	-1.8	7.5
Cc1cc(NCCN2CCOCC2)c2ccc3ccccc3c2n1	i	-1.1	5.2
COc1ccc(-c2ncc(CN3CCC(CO)(Cc4cccc(OC)c4)CC3)cn2)cc1	i	0.0	12.9
CCOC(=O)c1c(S(=O)(=O)NCC(=O)Nc2cc(C)ccc2OC)c(C)n(C)c1C	i	1.5	23.8
CCC(=O)Nc1nc(=S)ss1	i	-0.7	9.2
O=C(NCCCN1CCN(Cc2ccccc2)CC1)c1nnc(Cc2c(F)cccc2Cl)o1	i	-0.7	5.6

(next part)
SMILES	KCNQ2 inh	STK33 kinase inh	OX1R antag
O=C(COc1ccccc1F)NNC(=O)c1ccc(N2CCCCC2)c([N+](=O)[O-])c1	i	0.2	3.6
C[C@@H]([C@H](O)c1ccccc1)N(C)C(=S)Nc1ccccc1	i	-1.6	.
CCN(CC)C(=S)SCC(=O)c1ccc(F)cc1	i	-0.6	13.4
COc1cccc(OC)c1OCC(O)CN1CCN(c2ccc(F)cc2)CC1 (stereo not given)	i	-0.5	2.0
O=C(CN(Cc1cccs1)C(=O)CSc1nnc(COc2ccccc2)o1)NC1CCCCC1	i	-0.2	24.3
CS(=O)(=O)N1CCN(c2ccnc3cc(Cl)ccc23)CC1	i	2.1	11.8
COC(=O)C1=CNC=C(C(=O)OC)C1c1ccc(Cl)cc1	i	-1.7	11.2
CCOC(=O)c1ccc(N2C(=O)c3n[nH]c(C)c3C2c2ccc(OC)cc2OC)cc1 (stereo not given)	i	0.1	9.0
CCC(C)Cn1c(S(=O)(=O)O)nc2ccccc21 (stereo not given)	i	-0.7	11.3
CC(OC(=O)CN(C)S(=O)(=O)c1ccc(Cl)cc1)C(=O)Nc1ncc(Cl)cc1Cl (stereo not given)	i	-1.0	3.0
Cc1cc2ncc(C(N)=O)cn2n1	i	0.2	10.1
COc1ccc(C(C)(C)C)cc1NC(=O)C1CC(=O)N(C2CCCC2)C1 (stereo not given)	.	-1.7	0.9
CC(=O)Nc1ccc(S(=O)(=O)N2CCCN(S(=O)(=O)c3ccc(NC(C)=O)cc3)CC2)cc1	i	-2.0	6.3
COc1ccc(CNS(=O)(=O)NCc2ccc(C)cc2)cc1	i	-2.7	2.0
COc1nc(OC)nc(Oc2ccc(Cl)cc2[N+](=O)[O-])n1	i	-2.3	19.5
Cc1csc2nc(O)c(C(=O)NCCC3=CCCCC3)c(=O)n12	i	-2.6	13.2
CCC1=NC(c2ccc(OC)cc2)N(O)C1(C)C (stereo not given)	i	-0.9	-3.4
O=C(c1ccc2c(c1)OCO2)N1CCN(c2ccccn2)CC1	i	-1.6	6.5
C=CCn1c(SCC(=O)NC2CCCc3ccccc32)nnc1-c1ccncc1 (stereo not given)	i	-0.7	7.8
Cc1ccc(NC(=O)CCC(=O)OCC(=O)c2ccc(Oc3ccc([N+](=O)[O-])cc3)cc2)c(C)c1	i	-0.2	22.7
Cc1cc(CNC(=O)Cc2ccccc2)c2ccccc2n1	i	0.4	9.3
COc1cc(C(=O)NCCC(=O)NCCCN2CCCCC2C)cc(OC)c1OC (stereo not given)	i	-0.8	1.5
CSc1ncc(CN2CCCC(C(=O)c3ccc(C(C)(C)C)cc3)C2)cn1 (stereo not given)	i	-2.5	5.7
CCOC(=O)c1cnn(Cc2ccc(C)cc2)c1N	i	-0.6	5.7
CC(C)(C)C(O)(CC#CCN1CCCC1)c1ccccc1 (stereo not given)	i	-0.6	5.0

2 of the compounds above, in markdown.
| mol | KCNQ2 inh | STK33 kinase inh | OX1R antag |
| --- | --- | --- | --- |
| COc1cc(C(=O)NCCC(=O)NCCCN2CCCCC2C)cc(OC)c1OC (stereo not given) | i | -0.8 | 1.5 |
| CSc1ncc(CN2CCCC(C(=O)c3ccc(C(C)(C)C)cc3)C2)cn1 (stereo not given) | i | -2.5 | 5.7 |

Going on with the list.
SMILES	KCNQ2 inh	STK33 kinase inh	OX1R antag
COc1ccc(Cl)cc1N1CC(c2nc3ccccc3[nH]2)CC1=O (stereo not given)	i	-1.4	13.4
O=S(=O)(c1ccc(OCC(O)CN2CCC(Cc3ccccc3)CC2)cc1)N1CCOCC1 (stereo not given)	i	0.2	11.0
CN(CC(=O)Nc1ccc(F)c(F)c1F)C(=O)C1=COCCO1	i	-0.1	4.0
Cc1cnc(C(=O)OCC(=O)N2CCC(C)CC2)cn1	.	-0.5	6.4
O=C(COc1ccc2c3c(c(=O)oc2c1)CCC3)Nc1ccc(CN2CCOCC2)cc1	i	-0.3	20.6
COc1ccccc1C(CNC(=O)c1cccc(S(=O)(=O)Nc2ccc(C)cc2)c1)N(C)C (stereo not given)	i	0.2	1.9

Filtered by structure, the entries above with two or more sulfur atoms
SMILES	KCNQ2 inh	STK33 kinase inh	OX1R antag
CNC(=O)N(O)C1N(/N=C/c2ccccc2O)C(=S)SC1(C)C (stereo not given)	i	-1.4	15.8
CNC(=O)C(=O)NCC(c1cccs1)S(=O)(=O)c1ccc(C)cc1 (stereo not given)	i	1.3	10.7
CCCCC(=O)Nc1nnc(SCC(=O)NCC2CCCO2)s1 (stereo not given)	i	-1.8	11.8
CSCC[C@H](NS(=O)(=O)c1ccc(C)cc1)C(=O)N1CCC(C(=O)N[C@@H](Cc2ccc(O)cc2)C(=O)O)CC1	i	0.1	13.1
O=C(CSc1nnc(SCc2cccc3ccccc23)s1)N/N=C/c1c[nH]c2ccccc12	i	-0.6	31.2
COc1ccc(NC(=O)C2CCCN2S(=O)(=O)c2cccs2)c([N+](=O)[O-])c1 (stereo not given)	i	-0.6	11.3
CS(=O)(=O)/C(C#N)=C/c1c(-c2ccccc2)nc2n1CCS2	i	-1.5	18.6
COc1ccc(-c2csc(NC(=O)CSc3ccc(Br)cc3)n2)c(OC)c1	i	-0.4	28.0
CCC(=O)Nc1nc(=S)ss1	i	-0.7	9.2
CCN(CC)C(=S)SCC(=O)c1ccc(F)cc1	i	-0.6	13.4
O=C(CN(Cc1cccs1)C(=O)CSc1nnc(COc2ccccc2)o1)NC1CCCCC1	i	-0.2	24.3
CC(=O)Nc1ccc(S(=O)(=O)N2CCCN(S(=O)(=O)c3ccc(NC(C)=O)cc3)CC2)cc1	i	-2.0	6.3
